High-throughput results: PubChem BioAssay, Broad Institute
Cneo AK release – Cryptococcus neoformans lysis via adenylate kinase release | C. neoformans lysis, adenylate kinase release luminescence, 4 h; normalised: neutral wells 0, clomiphene wells 100 | lysis activity, % at 15 µM | hit rate 0.2% among 360,000 | AID 651654;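 active means mean lysis activity across replicates of at least 80%, whatever share of replicates individually reach that level; inactive means mean lysis activity below 80%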
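Test system: log-phase Cryptococcus neoformans yeast cells. Input: 5 × 10^6 yeast cells/mL. Medium: fresh YPD growth medium. Doses: single dose. Incubation: static 4 h at 37 °C with compound, 1 h detection. Measured by: luminescent adenylate kinase detection reagent. Read-out: signal increase indicating cell lysis. Benchmarks: Clomiphene.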
miR-122 sensor – inhibitors of miR-122 in Huh7 cells; Huh7 miR-122 Renilla luciferase sensor, 48 h; neutral wells = 0, positive control = 100; activation (reporter increase), % at 12.5 µM; hit rate 0.3% among 340,000;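 active means mean replicate activation score at least 90 and every replicate individually at or above 90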;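 further: higher luciferase means less miR-122 activity so hits act as miR-122 inhibitors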
ARNT-TACC3 inh – disruptors of human ARNT/TACC3 interaction; hit rate 0.66% among 390,000; inhibition, % at 9.99 µM; AID 623870; AlphaScreen His-ARNT PAS-B/GST-TACC3 binding, luminescence; TACC3 fragment carries E629A point mutation;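 active means mean inhibition of replicates at least 50% and at least half of replicates each reaching 50%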;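 further: 0% = complete ARNT plus TACC3 wells and 100% = ARNT alone without TACC3; many hits fall short of the cut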
ERp5 inh – blocks human ERp5 reductase activity on insulin. Q15084. hit rate 0.05% among 350,000. ERp5 insulin aggregation, absorbance 650 nm, 90 min. inhibition, % at 9.99 µM;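 active means mean replicate inhibition above about 25%, with every replicate also reaching it, limit read from the data, passing the limit was not always enough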
Target sequence (Q15084 whole entry, looked up): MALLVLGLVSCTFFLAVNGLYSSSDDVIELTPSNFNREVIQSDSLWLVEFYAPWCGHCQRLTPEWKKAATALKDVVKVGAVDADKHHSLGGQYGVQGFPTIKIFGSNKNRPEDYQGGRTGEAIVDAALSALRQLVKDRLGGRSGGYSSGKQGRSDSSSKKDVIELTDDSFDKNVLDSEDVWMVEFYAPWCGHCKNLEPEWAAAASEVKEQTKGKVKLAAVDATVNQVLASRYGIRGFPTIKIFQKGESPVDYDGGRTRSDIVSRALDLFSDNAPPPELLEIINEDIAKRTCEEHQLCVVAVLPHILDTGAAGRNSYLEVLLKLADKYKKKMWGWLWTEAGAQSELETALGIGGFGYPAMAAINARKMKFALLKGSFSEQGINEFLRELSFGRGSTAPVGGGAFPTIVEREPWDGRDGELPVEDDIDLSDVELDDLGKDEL
The depositor's hits bear a star; . = not tested or not shown. Some of the compounds tested (hit frequency here may not be typical).

| No. | SMILES | Cneo AK release | miR-122 sensor | ARNT-TACC3 inh | ERp5 inh |
| --- | --- | --- | --- | --- | --- |
| 1 | COc1ccc(NC(=O)CCc2nc3ccccc3s2)c(OC)c1 | . | 3 | . | -1 |
| 2 | O=C(NNC(=O)C12CC3CC(CC(C3)C1)C2)c1ccco1 | . | -1 | . | 5 |
| 3 | CCC1=C(CC2NCCc3ccccc32)CC2c3cc(OC)c(OC)cc3CCN2C1 (stereo not drawn) | . | -12 | . | 5 |
| 4 | O=C(N/N=C/c1ccc(OC(=O)c2ccco2)cc1)c1ccccn1 | . | -4 | . | -6 |
| 5 | Fc1ccccc1NC(=S)N1CCN(Cc2ccc3c(c2)OCO3)CC1 | . | -11 | . | 1 |
| 6 | CN(Cc1cn(-c2ccccc2)nc1-c1cc2ccccc2o1)C(=O)CCC(=O)O | . | 0 | . | -3 |
| 7 | O=C(CCCC(=O)NNC(=O)Nc1ccccc1)NNC(=O)Nc1ccccc1 | . | -6 | . | -1 |
| 8 | CC(C)C(C)NC(=O)CN1C(=O)NC2(CCc3ccccc3C2)C1=O (stereo not drawn) | . | 1 | . | -3 |
| 9 | Cc1ccc(N/C=C2/Sc3ccccc3NC2=O)cc1 | -3 | . | -2 | . |
| 10 | COc1ccccc1NC(=O)Cc1nn(C)c(=O)c2ccccc12 | -1 | . | 1 | . |
| 11 | N/C(=N\OC(=O)c1ccc(Cl)cc1Cl)c1ccccn1 | -7 | . | -9 | . |
| 12 | COc1ccc(CCN(C)CCC(=O)Nc2c(C)cc(C)cc2C)cc1OC | -1 | . | -5 | . |
| 13 | Cn1cccc1CC(=O)NNC(=S)Nc1ccc(Cl)cc1Cl | 5 | . | 8 | . |
| 14 | Cc1ccnc(NC(=O)/C=C/c2cccs2)c1 | -8 | . | 6 | . |
| 15 | CC1=NN(C(=O)c2ccccc2Br)C(O)(c2cccnc2)C1 (stereo not drawn) | -1 | . | -1 | . |
| 16 | CC(C)NC(=O)c1ccccc1NC(=O)/C=C/c1cccc([N+](=O)[O-])c1 | -2 | . | 6 | . |
| 17 | O=C1Cc2cc(NS(=O)(=O)c3cc(F)ccc3F)cc3c2N1CCC3 | 2 | . | 4 | . |
| 18 | CCOC(=O)C1CCN(C(=O)CCS(=O)(=O)c2ccc3c(c2)CCN3C(C)=O)CC1 | 0 | . | -3 | . |
| 19 | CCN(CC)Cc1cc(CC(C(N)=O)C(N)=O)ccc1OC | 1 | . | 3 | . |
| 20 | CN1CCN(CCOc2ccc(Cl)c(Cl)c2)CC1 | 1 | . | 3 | . |
| 21 | c1ccc2c(c1)OCC(CNc1ncnc3sccc13)O2 (stereo not drawn) | -5 | . | 0 | . |
| 22 | C/C(=N/NC(=O)CCCOc1ccc(Cl)cc1Cl)c1ccc(C)o1 | 16 | . | -5 | . |
| 23 | COC(=O)c1ccccc1Nc1ccccc1 | 0 | . | -2 | . |
| 24 | Cn1cc(C(=O)c2cccc(Cl)c2Cl)cc1C(=O)O | 1 | . | -5 | . |
| 25 | N#C/C(=C\c1c(N(Cc2ccccc2)Cc2ccccc2)nc2ccccn2c1=O)C(N)=O | 7 | . | 2 | . |
| 26 | CCc1ccccc1NC(=O)CCC(=O)OCC(=O)c1ccc(-c2ccccc2)cc1 | -3 | . | -1 | . |
| 27 | Cc1ccc(C(=O)C2=C(O)C(=O)N(Cc3cccnc3)C2c2ccc(Cl)c(Cl)c2)o1 (stereo not drawn) | 0 | . | 6 | . |
| 28 | OCCNCCOCCOc1ccccc1-c1ccccc1 | 2 | . | -3 | . |
| 29 | Cc1ccccc1OCC(=O)N/N=C/c1cn(Cc2ccccc2)c2ccccc12 | -1 | . | -5 | . |
| 30 | CCN1C(=O)/C(=C2/C(=O)N3c4c(cc(OC(C)=O)cc42)C(C)=CC3(C)C)SC1=S | 2 | . | -1 | . |
| 31 | Cc1ccc(C(=O)N2CCN(c3ccc(NC(=O)CSc4ccc(Cl)cc4)cc3)CC2)cc1 | 0 | . | -2 | . |
| 32 | Cc1ccc(CNc2nc(N)c([N+](=O)[O-])c(NCc3ccccc3)n2)cc1 | 2 | . | -2 | . |
| 33 | CC(C)CNC(=O)CC1Nc2ccccc2NC1=O (stereo not drawn) | 2 | . | 0 | . |
| 34 | COc1ccc(NC(=O)/C(C#N)=C/c2ccc(OCCN3CCOCC3)c(OC)c2)c(OC)c1 | -1 | . | 0 | . |
| 35 | COc1ccc(N2C(=O)CCC(C(=O)NCc3ccccn3)C2c2ccc(F)cc2)cc1 (stereo not drawn) | 0 | . | -2 | . |
| 36 | COc1ccc(C(C(=O)Nc2ccc(C(C)C)cc2)N(C)C(=O)CNC(C)=O)cc1 (stereo not drawn) | 1 | . | -1 | . |
| 37 | COc1ccc(/C=C2\CCn3c2nc2cc(C(=O)O)ccc2c3=O)cc1O | -2 | . | 26 | . |
| 38 | COCCn1c(=O)[nH]c2cc(C(=O)NC(C)C)ccc2c1=O | 0 | . | -5 | . |
| 39 | O=C(C1=C(O)C(=O)N(CCCn2ccnc2)C1c1ccccc1)c1ccco1 (stereo not drawn) | 29 | . | -6 | . |
| 40 | CCC(C)(C(=O)NC1CCCC1)N(C(=O)c1ccccn1)c1ccc(C)cc1 (stereo not drawn) | 0 | . | -4 | . |
| 41 | Cc1cccc(-n2c(CCc3ccccc3)nnc2SCC(=O)c2ccccc2)c1 | -2 | . | -3 | . |
| 42 | O=C(N/N=C/C=C/c1ccccc1)c1ccncc1 | 6 | . | 5 | . |
| 43 | Cc1nc2ccccc2nc(C)c1=NO | 0 | . | 1 | . |
| 44 | CCOC(=O)/C(=C/c1ccc(F)cc1)NC(C)=O | 0 | . | -13 | . |
| 45 | O=C1c2cccnc2Oc2ccc(Cl)cc2N1Cc1ccc(F)cc1 | -6 | . | -12 | . |
| 46 | COc1ccc(CSc2nnnn2C)cc1[N+](=O)[O-] | 5 | . | -2 | . |
| 47 | COc1ccc(/C=C2\C(=O)NC(=S)N2C(=O)c2ccc(F)cc2)cc1 | -4 | . | 3 | . |
| 48 | CCOc1cc(C2Nc3cccc4cccc(c34)N2)ccc1O | 2 | . | 0 | . |
| 49 | O=C1c2cccnc2C(=O)N1Cc1ccc(Cl)cc1 | 1 | . | 5 | . |
| 50 | O=C(N/N=C/c1ccc(OC(F)F)cc1OC(F)F)c1ccc(Br)cc1 | -1 | . | -9 | . |

Entries listed so far with a cyano group (2):
| No. | SMILES | Cneo AK release | miR-122 sensor | ARNT-TACC3 inh | ERp5 inh |
| --- | --- | --- | --- | --- | --- |
| 25 | N#C/C(=C\c1c(N(Cc2ccccc2)Cc2ccccc2)nc2ccccn2c1=O)C(N)=O | 7 | . | 2 | . |
| 34 | COc1ccc(NC(=O)/C(C#N)=C/c2ccc(OCCN3CCOCC3)c(OC)c2)c(OC)c1 | -1 | . | 0 | . |

Continuation.
| No. | SMILES | Cneo AK release | miR-122 sensor | ARNT-TACC3 inh | ERp5 inh |
| --- | --- | --- | --- | --- | --- |
| 51 | COc1ccccc1C(=O)Nc1nnc(SCC(=O)Nc2ccc3c(c2)oc2ccccc23)s1 | 0 | . | -6 | . |
| 52 | COc1ccc(NC(=O)C(c2ccc(C)cc2)N(C)C(=O)CNC(C)=O)cc1 (stereo not drawn) | 1 | . | -1 | . |
| 53 | O=C(NCC(O)c1ccccc1)c1ccc(Cl)c(S(=O)(=O)N2CCCC2)c1 (stereo not drawn) | -8 | . | 32 | . |
| 54 | COc1ccc(OCC(=O)NNC(=O)Cc2coc3cc(OC)ccc23)cc1 | 1 | . | 15 | . |
| 55 | COc1ccc(NC(=O)N2CCN(c3cccc(C(F)(F)F)c3)CC2)cc1 | 4 | . | -2 | . |
| 56 | O=C(NNC(=O)c1cccc2ccccc12)c1ccco1 | 1 | . | -2 | . |
| 57 | CCOC(=O)Cn1c(=NC(=O)c2cc(-c3cccs3)nc3ccccc23)sc2cc(S(N)(=O)=O)ccc21 | 1 | . | -10 | . |
| 58 | Cc1ccc(NC(=S)NCc2ccc3c(c2)OCO3)cc1 | 15 | . | 25 | . |
| 59 | COc1ccc(C2N=C(N)N=C(N)N2c2ccccc2OC)cc1OC (stereo not drawn) | -2 | . | -2 | . |
| 60 | C=CCn1c(C)cc(C(=O)COc2ccc(C)nc2[N+](=O)[O-])c1C | -2 | . | 2 | . |

Some of the entries so far, in transposed form:
53	O=C(NCC(O)c1ccccc1)c1ccc(Cl)c(S(=O)(=O)N2CCCC2)c1 (stereo not drawn)
54	COc1ccc(OCC(=O)NNC(=O)Cc2coc3cc(OC)ccc23)cc1
55	COc1ccc(NC(=O)N2CCN(c3cccc(C(F)(F)F)c3)CC2)cc1
56	O=C(NNC(=O)c1cccc2ccccc12)c1ccco1
57	CCOC(=O)Cn1c(=NC(=O)c2cc(-c3cccs3)nc3ccccc23)sc2cc(S(N)(=O)=O)ccc21
58	Cc1ccc(NC(=S)NCc2ccc3c(c2)OCO3)cc1

assay / compound | 53 | 54 | 55 | 56 | 57 | 58
Cneo AK release | -8 | 1 | 4 | 1 | 1 | 15
miR-122 sensor | . | . | . | . | . | .
ARNT-TACC3 inh | 32 | 15 | -2 | -2 | -10 | 25
ERp5 inh | . | . | . | . | . | .

The list continues:
| No. | SMILES | Cneo AK release | miR-122 sensor | ARNT-TACC3 inh | ERp5 inh |
| --- | --- | --- | --- | --- | --- |
| 61 | O=C(NCCCN1CCOCC1)c1ccccc1NS(=O)(=O)c1ccc(F)cc1 | . | . | -3 | -7 |
| 62 | CCC1(C)Cc2nc3[nH]c(=S)n(-c4ccccc4C)c(=O)c3cc2CO1 (stereo not drawn) | . | . | 6 | -6 |
| 63 | O=C(NNC1CC(=O)N(c2ccccc2)C1=O)c1cccnc1 (stereo not drawn) | . | . | -10 | 2 |
| 64 | CCC(C)NC(=O)CSc1nc2cc3c(cc2c(=O)n1Cc1ccco1)OCO3 (stereo not drawn) | . | . | -5 | 5 |
| 65 | CCCCCNc1nc2sc3c(c2c(=O)n1-c1cccc(Cl)c1)CCN(C)C3 | . | . | -1 | 1 |
| 66 | COc1ccc(N(CC(=O)Nc2ccc(OC)cc2OC)S(=O)(=O)c2ccccc2)cc1 | . | . | -8 | -1 |
| 67 | CC(C)(C)N(Cc1ccccc1)C(=O)CCc1ccccc1 | . | . | -7 | 0 |
| 68 | CCCC(=O)Nc1ccc(S(=O)(=O)Nc2nccs2)cc1 | . | . | -1 | 7 |
| 69 | S=C(NCc1ccc(Cl)c(Cl)c1)Nc1ccc2c(c1)OCO2 | . | . | -8 | -3 |
| 70 | COc1cc(OC)nc(/N=C/N(C)C)n1 | . | . | -4 | -2 |
| 71 | O/N=C/c1cccnc1Sc1ccccc1 | . | . | -2 | -1 |
| 72 | COc1cc(Br)c(CC2c3cc(OC)c(OC)cc3CCN2C)cc1OC (stereo not drawn) | . | . | 2 | -7 |
| 73 | CC(Oc1ccccc1F)c1ccnc2nc(/N=C/N(C)C)nn12 (stereo not drawn) | . | . | 5 | -5 |
| 74 | COCCN1CCCC(CNCc2cn(C)nc2-c2ccc(Oc3ccccc3)cc2)C1 (stereo not drawn) | . | . | 11 | -7 |
| 75 | COCCN(CCOC)C(=O)c1ccc(SCc2ccc(C)cc2)c([N+](=O)[O-])c1 | . | . | 8 | 0 |
| 76 | CN(/N=C/c1cc(Cl)cc(Cl)c1O)C(=S)NC(C)(C)C | . | . | -2 | 10 |
| 77 | Cc1cc(C)c(OCC(=O)Nc2nnc(-c3ccco3)o2)c(C)c1 | . | . | 0 | 3 |
| 78 | CCN(CC)CCNC(=O)/C(=C\c1cccn1C)NC(=O)c1cccs1 | . | . | -3 | -5 |
| 79 | Cc1cccn2c(CNC3CCCc4ccccc43)c(C(=O)N3CCCCC3)nc12 (stereo not drawn) | . | . | 6 | 3 |
| 80 | CN1CCN(C(=O)c2ccc(CSc3ccc(Cl)cc3)cc2)CC1 | . | . | 7 | 4 |
| 81 | O=C(O)C(Oc1ccc2c(-c3ccccc3)cc(=O)oc2c1)c1ccccc1 (stereo not drawn) | . | . | 1 | -2 |
| 82 | Cc1cc(C)n(-c2ccc(C(=O)OCC(=O)Nc3ccc(Cl)cc3[N+](=O)[O-])cc2)n1 | . | . | -1 | 7 |
| 83 | CCN(CC)S(=O)(=O)c1ccc(/C=C/C(=O)OCC(=O)NC(=O)C2COc3ccccc3O2)cc1 (stereo not drawn) | . | . | -2 | -12 |
| 84 | O=C(N/N=C/c1cccc([N+](=O)[O-])c1)c1cccc2cc[nH]c12 | . | . | 5 | -3 |
| 85 | CC(=O)Nc1c(Cl)cc2c(c1Cl)Cc1cc(C#N)ccc1-2 | . | . | -5 | -2 |
